proKLK7 act = proKLK7 (human) activation, primary screen; P49862; purified proKLK7, EDANS-DABCYL substrate fluorescence; 100% is mature enzyme control, 0% vehicle; activation, % at 7 µM; actives 0.9% (n = 370,000); AID 652039;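 active = activation above the mean of all tested compounds plus 3 SD, computed per campaign excluding outliers beyond control limits, cut at about 13% in these data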
Tn7 DDE FP = inhibitors of Tn7 peptide binding to human fibrin DD(E). inhibition, % at 8.3 µM. FP displacement of FITC-Tn7 peptide from fibrin DD(E); 0% = median of compound wells per plate. actives 0.13% (n = 370,000);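 active = inhibition above the mean of compounds falling within the control limits plus 3 SD of them, cut at about 14% in these data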;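 note: 0% = plate median of compound wells and 100% = 10 µM Aha-Tn7 peptide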
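Assay system: human fibrin DD(E). Input: DD(E) 2 µM final. Medium: Tris buffer with calcium and detergent, pH 7.8. Compound dosing: single point at 8.3 µM. Timing: 10 min plus 3 h, room temperature. Technique: fluorescence polarization of the labelled Tn7 tracer. Read-out: percent inhibition. Replicates: singlicate testing.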
MBD2 inh = blocks human MBD2 binding to methylated DNA | Q9UBB5 | TR-FRET, MBD2 binding to methylated oligonucleotide | inhibition, % at 4.4 µM | actives 0.31% (n = 370,000) | AID 686964; in the data active = inhibition above about 13%
Target sequence (Q9UBB5 whole entry, looked up): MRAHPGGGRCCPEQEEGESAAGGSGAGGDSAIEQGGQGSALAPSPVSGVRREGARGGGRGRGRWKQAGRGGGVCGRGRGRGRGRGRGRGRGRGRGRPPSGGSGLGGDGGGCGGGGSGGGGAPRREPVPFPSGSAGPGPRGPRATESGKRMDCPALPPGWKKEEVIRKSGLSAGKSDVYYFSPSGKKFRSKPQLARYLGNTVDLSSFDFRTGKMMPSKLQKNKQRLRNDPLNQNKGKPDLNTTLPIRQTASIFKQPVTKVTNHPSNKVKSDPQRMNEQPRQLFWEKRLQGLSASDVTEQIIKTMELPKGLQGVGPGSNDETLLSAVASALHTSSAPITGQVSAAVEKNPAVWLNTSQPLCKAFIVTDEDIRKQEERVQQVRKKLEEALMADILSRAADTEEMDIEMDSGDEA
TCR CD3 inh = inhibitors of human TCR-CD3 interaction; TAMRA-labeled TCR probe fluorescence, biochemical; inhibition, % at 9.4 µM; actives 0.37% (n = 360,000); AID 651800; in the data active = inhibition above about 19%;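 note: recombinant mutant TCR 2C K166C tagged with TAMRA read by polarization; 0% = receptor in buffer alone and 100% = receptor with positive control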
TDP2 inh = blocks human TDP2 phosphodiesterase activity | recombinant TDP2, T5PNP hydrolysis, p-nitrophenol absorbance 415 nm | inhibition, % at 12.8 µM | actives 0.34% (n = 370,000) | AID 720702;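 active = inhibition above the mean of all tested compounds plus 3 SD, set per campaign, cut at about 25% in these data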;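 note: 0% = DMSO with enzyme and 100% = buffer with substrate but no TDP2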
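Evaluation: % inhibition relative to enzyme-containing and enzyme-free wells. Material: recombinant human TDP2. Benchmarks: enzyme-free and DMSO wells. Timing: enzyme reaction with compound for 2 h at 37 °C. Compound dosing: 12.8 µM only. Measured by: p-Nitrophenol epi absorbance. Reagent: T5PNP substrate at 5 mM, a TopII-DNA adduct mimic. Replication: single well per compound.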
PRMT1 inh = inhibitors of human PRMT1 | recombinant PRMT1, activity-based probe fluorescence polarization | Q99873 | inhibition, % at 2.79 µM | actives 1.3% (n = 370,000);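 active = inhibition above about 21% made by adding two undisclosed values, limit read from the data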
DDE Tn6 FP inh = inhibitors of Tn6 peptide binding to human fibrin DD(E) | actives 0.21% (n = 370,000) | P02675 | inhibition, % at 8.3 µM | AID 720509 | Fibrin DD(E) TRITC-Tn6 fluorescence polarization displacement;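 active = inhibition above a per-campaign cutoff: mean of compounds within control limits plus 3 SD, cut at about 15% in these data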;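 note: 0% = median of all compound wells on the plate and 100% = blocking peptide control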
SIAE inh = inhibitors of human sialic acid acetylesterase SIAE. SIAE FP-Rh probe binding, fluorescence polarization. inhibition, % at 9.66 µM. actives 0.69% (n = 370,000). AID 1053197;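 active = inhibition above a cutoff: mean of compounds within the control limits plus 3 SD of those, cut at about 17% in these data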;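 note: 0% = plate median of compound wells and 100% = probe without SIAE protein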
Target sequence (Q9HAT2 whole entry, looked up): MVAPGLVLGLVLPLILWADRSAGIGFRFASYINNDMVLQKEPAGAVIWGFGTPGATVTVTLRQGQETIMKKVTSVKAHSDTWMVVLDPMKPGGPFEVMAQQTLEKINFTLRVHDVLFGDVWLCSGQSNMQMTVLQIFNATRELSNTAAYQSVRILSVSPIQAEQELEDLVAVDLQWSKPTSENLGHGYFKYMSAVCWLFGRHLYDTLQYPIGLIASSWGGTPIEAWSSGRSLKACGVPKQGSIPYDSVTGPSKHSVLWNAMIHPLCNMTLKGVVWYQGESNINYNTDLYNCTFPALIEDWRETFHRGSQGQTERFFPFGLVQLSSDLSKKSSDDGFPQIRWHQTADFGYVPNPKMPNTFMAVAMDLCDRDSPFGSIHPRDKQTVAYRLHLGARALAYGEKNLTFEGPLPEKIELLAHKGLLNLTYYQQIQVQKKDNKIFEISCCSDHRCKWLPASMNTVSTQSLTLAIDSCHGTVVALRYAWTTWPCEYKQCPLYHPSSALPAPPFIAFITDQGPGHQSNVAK
UHRF1 MBD2 ctr = blocks human UHRF1 binding to methylated DNA | inhibition, % at 4.4 µM | AID 687016 | Q96T88 | actives 0.75% (n = 370,000) | UHRF1 binding to methylated oligo, TR-FRET; in the data active = inhibition above about 21%;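 note: UHRF1 SRA domain binding a hemimethylated CpG hairpin DNA probe; 0% = median of test compound wells and 100% = reference inhibitor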
LEDGF integ inh = blocks HIV-1 LEDGF/p75-dependent DNA integration. inhibition, % at 3.7 µM. TR-FRET IN-LEDGF/p75 DNA integration, Eu/Cy5. actives 0.64% (n = 370,000). AID 743269;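 active = inhibition above the screen-wide mean plus 3 SD, cut at about 13% in these data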;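 note: signal is the Cy5 over europium emission ratio at 671 and 618 nm; 0% = plate median of compound wells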
The depositor's hits bear a star; x = not tested or not shown.

Sequence of screens: proKLK7 act	Tn7 DDE FP	MBD2 inh	TCR CD3 inh	TDP2 inh	PRMT1 inh	DDE Tn6 FP inh	SIAE inh	UHRF1 MBD2 ctr	LEDGF integ inh
CC(C)C(=O)NC(c1cccc([N+](=O)[O-])c1)c1ccc2cccnc2c1O (centres undefined)
→ -0.7	4	-2	0	-9	-7	-3	22*	-12	-3
Cc1ccc(-n2nnnc2SCC(=O)N(CC(C)C)c2c(N)n(CC(C)C)c(=O)[nH]c2=O)cc1
→ -0.1	1	7	-7	-10	8	-4	-6	5	-8
CC(C)NC(=O)c1onc(CSc2ccc(Cl)cc2)c1C(=O)O
→ -0.3	6	-7	2	1	3	-1	4	3	-1
Cc1ccc(NC(=O)CN(C)Cc2cc(=O)n3ccsc3n2)cc1
→ -0.4	3	-2	4	2	1	5	-5	-1	-2
O=C(O)CCSc1nc2ccccc2n1-c1ccccc1
→ 0.5	-11	-6	6	4	-5	1	5	1	3
O=C(COC(=O)C1CC2C=CC1C2)NCc1ccccc1Cl (centres undefined)
→ -0.2	-7	0	3	10	-1	-3	5	-2	1
CCOC(=O)C1CCCN(c2cc(=O)n(Cc3ccc(F)cc3)c(=O)[nH]2)C1 (centres undefined)
→ 0.2	-4	-2	2	11	-2	7	-4	0	-4
O=C(NC1CCN(C(=O)Nc2ccccc2Cl)CC1)c1ccco1
→ 0.7	7	2	10	-5	-2	-1	-4	-3	1
Cc1ccc(S(=O)(=O)N2CCN(C(=O)CCC(=O)NC3CCCc4ccccc43)CC2)cc1 (centres undefined)
→ -0.7	-9	0	2	-1	1	-1	-6	0	-1
c1ccc(-n2cnnc2SCc2nc3ccccc3s2)cc1
→ -0.2	-3	1	-6	0	2	3	-4	-2	-3
CC1CCC(NC(=O)c2cc3c(s2)CCCC3)CC1 (centres undefined)
→ 0.2	-5	1	-2	-1	0	1	2	2	-4
COc1cc(C(C)=O)ccc1OCC(=O)Nc1cc(Cl)ccc1-n1cncn1
→ -0.2	-7	1	3	8	-2	-4	3	1	1
N#C/C(=C\c1ccc[nH]1)C(=O)NC1CC1
→ -0.1	-6	-1	0	-8	3	-4	-2	-2	-3
Cn1c(N)nc(N)c(NC=O)c1=O
→ -0.2	4	-3	-8	3	3	6	11	1	2
Cc1nn2c(N3CCOCC3)cc(C(C)C)nc2c1-c1ccccc1
→ -0.8	1	-2	-7	0	3	-4	-3	3	-5
OCCOCCn1c(CCNc2nc(-c3ccc(F)cc3)cs2)nc2cc(C(F)(F)F)ccc21
→ 0.1	1	2	-2	-2	3	-1	-1	2	1
Cc1cc(C)c(OCC(=O)OCC(=O)NCc2ccco2)c(C)c1
→ -1.1	7	7	2	4	-3	6	-1	0	-2
NC(=O)CCCc1nc(-c2ccccc2)no1
→ 0.0	8	-5	3	-2	4	-2	-1	1	-2
CCn1c(=O)c(=O)[nH]c2cc(C(=O)NC3CCCC3)ccc21
→ 1.6	-4	4	-7	5	1	6	1	-2	4
COc1cc(CN(C2CCCCC2C)S(=O)(=O)c2ccc(S(=O)(=O)NC3CC3)cc2)cc(OC)c1OC (centres undefined)
→ 0.2	1	-5	-7	0	3	3	1	1	1
CCN(CC)C(=S)NC(=O)c1cc(OC)c(OC)c(OC)c1
→ -0.5	1	-1	3	-2	2	-3	3	-1	5
COc1ccc(C(C#N)=C2C=CC(=NO)C=C2)cc1
→ -0.4	-3	0	3	-11	28*	-6	-12	3	-2
CCCCNC(=O)c1cnc(Cc2c[nH]c3ccccc23)c(I)c1
→ 0.5	-6	0	0	-7	1	1	11	-2	1
O=C(COc1ccc(Cl)cc1Cl)Nc1c(-c2cccs2)nc2ccccn12
→ -0.7	-4	-2	4	-6	-3	3	-1	-1	3
COc1ccc(-c2[nH]ncc2CN2CCCN(C(=O)c3ccco3)CC2)cc1F
→ 0.1	-7	1	3	3	-2	7	8	0	0
COc1cccc(CC(=O)Nc2cc(S(=O)(=O)N3CCOCC3)ccc2OC)c1
→ -0.2	-2	-1	1	-17	-2	2	1	1	-1
CCN(C(=O)CN1C=NS(=O)(=O)c2ccccc21)c1ccccc1
→ -0.7	0	-1	2	-8	-2	-1	5	3	3
CCCc1cc(=O)[nH]c2nnc(SCC(=O)Nc3ccc4c(c3)OCCO4)n12
→ 0.0	2	2	-7	5	6	-3	4	2	2
COC(=O)[C@]12CCCCC=C1N(Cc1ccc(OC)cc1)C(=O)[C@@H]2CC(=O)NCc1ccc(C)o1
→ -0.7	1	1	x	0	4	3	-3	0	-1
Cc1nn(Cc2ccccc2Cl)c(C)c1NC(=O)c1noc(C(C)C)c1[N+](=O)[O-]
→ 0.3	0	0	0	-9	5	1	4	1	-5
CCC1SC2=NC(C)=C(C(=O)OCCOC)C(c3ccc(C(=O)OC)cc3)N2C1=O (centres undefined)
→ -0.3	5	5	-4	2	2	0	-2	-2	-1
COc1ccccc1-c1cc(C(=O)NC(C)c2ccccc2)no1 (centres undefined)
→ 0.0	0	-5	5	-3	0	-8	3	-1	0
CC(C)(C)NC(=O)Nc1ccc2nccnc2c1
→ 64*	4	0	-1	3	0	5	4	0	-1
COc1ccc(NC(=O)c2sc(=O)n(Cc3cccc(C(F)(F)F)c3)c2C)cc1OC
→ 0.3	5	5	-4	-1	3	-4	4	4	-3
COCCNc1nc(SCC(=O)N2CCN(c3ccccc3OC)CC2)nc2ccccc12
→ -0.2	-3	1	-4	-6	1	-7	0	3	1
O=S(=O)(Cc1ccccc1)NCc1cccnc1
→ 0.3	-1	-3	0	-12	2	2	3	2	-1
CC(C)c1ccc(NC2CCCN(C(=O)c3cccs3)C2)cc1 (centres undefined)
→ 0.1	-2	-4	1	-12	1	-8	11	2	-6
CC(=O)N(C(C)=O)c1nc(-c2ccccc2)cn1/N=C/c1cccc([N+](=O)[O-])c1
→ -0.6	8	3	2	10	1	-5	-5	2	-1
CC1CC(=O)Nc2ccccc2N1S(=O)(=O)c1ccc(F)cc1F (centres undefined)
→ -0.5	-8	-1	4	12	-1	3	-5	1	3
COc1ccc(S(=O)(=O)NCCC(=O)NCc2ccccc2)cc1
→ -0.2	6	-2	2	-17	1	-2	-3	-2	3
CC(C)C(NC(=O)c1ccccc1)C(=O)NC1CCCc2ccccc21 (centres undefined)
→ 0.8	-6	0	0	0	-4	3	-7	3	10
COc1ccccc1C(=O)NCC(=O)N=Nc1c(O)n(C(C)C)c2ccccc12
→ -0.6	1	-3	-3	3	3	4	-11	-2	3
Cc1ccc(S(=O)(=O)N2[C@H](CC(=O)OCc3ccccc3)OC[C@@H]2C)cc1
→ -0.8	0	-1	6	4	-7	-3	2	-2	-8
COc1ccc(CNC(=O)C[C@H]2C[C@H](C(=O)N3CCOCC3)[C@@]3(CCC4CCCC4)c4[nH]c5cc(CCC(=O)N(C)C)ccc5c4CCN3C2=O)cc1OC
→ 0.0	1	2	-1	-2	-4	1	-3	0	-2
COc1ccc(S(=O)(=O)NCCCN2CCOCC2)c2ccccc12
→ -0.5	1	5	2	-1	2	2	5	-1	-3

Structures above marked active in SIAE inh.
Sequence of screens: proKLK7 act	Tn7 DDE FP	MBD2 inh	TCR CD3 inh	TDP2 inh	PRMT1 inh	DDE Tn6 FP inh	SIAE inh	UHRF1 MBD2 ctr	LEDGF integ inh
CC(C)C(=O)NC(c1cccc([N+](=O)[O-])c1)c1ccc2cccnc2c1O (centres undefined)
→ -0.7	4	-2	0	-9	-7	-3	22*	-12	-3

New compounds follow.
Sequence of screens: proKLK7 act	Tn7 DDE FP	MBD2 inh	TCR CD3 inh	TDP2 inh	PRMT1 inh	DDE Tn6 FP inh	SIAE inh	UHRF1 MBD2 ctr	LEDGF integ inh
O=S(=O)(c1ccccc1F)N1CCN(Cc2nc3ccccc3[nH]2)CC1
→ -0.2	0	-2	0	11	-3	7	2	0	-1
NC(=O)c1c(NC(=S)Nc2ccccc2)sc2c1CCCC2
→ -0.1	6	-2	-7	11	12	6	5	0	-1
O=C(Nc1nncs1)Oc1ccccc1
→ 0.0	-5	0	0	3	-1	4	1	-3	-4
Cc1cc(C)cc(OCC(=O)N2N=C(C(F)(F)F)CC2(O)C(C)(C)C)c1 (centres undefined)
→ -0.3	12	-4	8	-15	0	3	-2	7	-4
CC(=O)Nc1ccc(NC(=O)C(C)Sc2nc3ccccc3c(=O)n2CC2CCCO2)cc1 (centres undefined)
→ 0.2	-6	6	-8	0	4	0	-4	5	-5
COC(=O)c1oc2ccc(Cl)cc2c1NC(C)=O
→ -0.1	0	2	7	13	-2	-2	6	-3	3
Cc1cccc(CN2CCc3c([nH]c4ccccc34)C2)c1
→ 3.6	2	-5	-1	14	-4	-10	-3	-4	3
CCOC(=O)CNS(=O)(=O)c1c(C)noc1C
→ 0.1	5	-8	-3	-10	1	2	2	0	0
COc1ccc(C(=O)NCCSc2ccccc2)cc1OC
→ -0.2	1	7	-6	-1	2	-1	8	3	0
O=C(CN1CCCCCC1)N1c2ccccc2Sc2ccccc21
→ -0.3	-5	-1	-2	7	-2	-2	5	-2	-5
CN1C(=O)CC(N2CCC(C(N)=O)(N3CCCCC3)CC2)C1=O (centres undefined)
→ -0.5	4	1	-1	-3	4	5	-1	1	-4
CCCCCn1c(=O)[nH]c2cc(C(=O)O)ccc2c1=O
→ -0.2	-2	1	1	10	-3	9	1	-4	3
CC(O)C1C(=O)OC2(C)CC(C)(C)NC(=S)N12 (centres undefined)
→ 0.6	-2	-3	8	3	0	2	0	1	-1
CCN1CCN(c2ccc(NC(=O)c3cc(S(=O)(=O)N4CCCC4)ccc3Cl)cc2)CC1
→ 0.4	0	3	-3	0	-3	-2	0	10	1
Clc1ccc2scc(CN3CCCCC3)c2c1
→ 0.4	2	-6	1	-7	-3	-2	3	-1	0
CCn1c(-c2c[nH]c3ccccc23)n[nH]c1=S
→ -0.4	6	4	0	1	3	0	7	1	-5
CCOC(=O)c1ccc(-c2nnc(-c3ccc(Cl)cc3Cl)o2)cc1
→ 0.6	-1	2	-1	7	0	2	0	-1	-1
COc1cc(N=Cc2c(O)c3ccccc3oc2=O)c(OC)cc1Cl
→ -1.0	-2	0	0	13	-1	-11	3	0	-4
COc1cccc(C(=O)N[C@H](C(=O)N2CCC[C@H]2C(=O)NCc2ccccc2)c2ccccc2)c1
→ 0.5	6	3	-4	2	0	0	6	-3	0
Cc1cc(C)c(C(=O)N2CCCC(Nc3ccc(C)c(C)c3)C2)o1 (centres undefined)
→ 0.9	1	-6	4	-7	-2	-10	0	-1	-1
Cc1ccc(S(=O)(=O)N(C)CC(=O)Nc2cccc3c2CCCC3)cc1
→ 0.1	-1	0	0	12	-1	-1	4	-3	2
O=C(CCn1c(=O)oc2ccccc21)N1CCN(c2ccc(F)cc2)CC1
→ 0.2	-2	2	4	10	0	-4	1	-2	0
Cc1ccc2c(CC(=O)N3CCc4ccccc43)coc2c1
→ 0.3	5	-1	-6	-2	2	1	-6	2	1
COc1ccc(CCNC(=O)COC(=O)C23CC4CC(CC(Br)(C4)C2)C3)cc1
→ -0.7	-1	-3	-5	10	2	0	6	0	-1

Screening data (PubChem)
